Screens: PubChem BioAssay, several laboratories
Salmonella PhoP GFP = PhoP-dependent GFP reporter repression – Salmonella Typhimurium, primary screen (AID 1863); actives 0.16% (n = 300,000); S. Typhimurium PhoP-regulated promoter GFP reporter, 4 h; higher % means a stronger effect; inhibition, % at 50 µM, or IC50 in µM where a hit was titrated;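 active means inhibition over 29.93%, a cutoff 3 SD above the screen mean, later confirmed by dose response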;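 further: 0% = low Mg2+ inducing control and 100% = high Mg2+ repressing control; strong numbers were not always called active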
NTR1 agonist = NTR1-driven beta-arrestin-GFP spot formation – imaging, U2OS cells, high content, primary screen (AID 493036) | activation, % at 20 µM | actives 0.17% (n = 330,000) | P30989 | agonist mode;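 active means activation at or above 40% of the spot to cytoplasm intensity ratio, with at least 20 cells analyzed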;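 further: 0% = DMSO without peptide and 100% = 100 nM NTR1 peptide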
Target sequence (P30989 whole entry, looked up): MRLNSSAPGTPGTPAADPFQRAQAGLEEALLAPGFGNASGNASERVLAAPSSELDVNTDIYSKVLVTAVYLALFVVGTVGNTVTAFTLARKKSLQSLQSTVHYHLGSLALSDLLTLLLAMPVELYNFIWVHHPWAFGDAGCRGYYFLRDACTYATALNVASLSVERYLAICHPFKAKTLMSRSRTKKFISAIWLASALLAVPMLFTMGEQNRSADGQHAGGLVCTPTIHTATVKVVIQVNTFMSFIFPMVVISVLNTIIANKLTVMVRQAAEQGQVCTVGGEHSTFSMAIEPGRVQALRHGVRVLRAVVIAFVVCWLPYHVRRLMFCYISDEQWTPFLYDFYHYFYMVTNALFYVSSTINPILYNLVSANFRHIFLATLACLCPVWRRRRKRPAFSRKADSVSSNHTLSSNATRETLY
LYP phosphatase = inhibitors of LYP phosphatase, biochemical, fluorescence intensity, uHTS (AID 1779). recombinant LYP phosphatase, fluorescence intensity; higher % means a stronger effect. actives 0.054% (n = 290,000). inhibition, % at 11.5 µM; hits with a dose series show IC50 in µM; in the data active means inhibition above about 50%;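 further: plate controls were vehicle with enzyme for no effect and no enzyme for full effect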
Myeloid diff 2 = myeloid differentiation induction; calls only at 10 µM; ER-HoxA9 myeloid progenitors, lysozyme-GFP differentiation, flow cytometry; actives 1% (n = 360,000);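 active means normalized GFP-positive differentiation at or above the plate's own cutoff, the solvent-only control mean plus 3 SD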;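 further: cells exposed to compound for four days before flow analysis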
HIV peptide binding = cell-free HIV fusion peptide-binding blockers – biochemical, uHTS, fluorescence dequenching, primary screen (AID 1986); cell-free peptide binding, fluorescence dequenching, 30 min; higher % means a stronger effect; inhibition, % at 20 µM; hits with a dose series show IC50 in µM; actives 0.3% (n = 290,000); in the data active means inhibition mostly above about 52%, no sharp cut-off; inactive means mostly below about 76%; further: some results filed as inactive read as strong as hits
Siah-1 displacement = blockers of Siah-1 interaction with plectin peptide – biochemical, fluorescence polarization, rhodamine-plectin, uHTS, primary screen (AID 1817). Siah-1 / rhodamine-plectin peptide fluorescence polarization; higher % means a stronger effect. one-dose displacement, % at 20 µM; IC50 in µM for titrated hits. actives 0.02% (n = 290,000);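 active means displacement of at least 50% at 20 µM, with a fluorescence ratio check between 0.3 and a set limit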;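 further: plate controls were Siah plus tracer with DMSO for no effect and tracer alone without Siah for full effect; strong numbers were not always called active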
GPR35 antagonists = inhibition of zaprinast-stimulated GPR35 beta-arrestin translocation – imaging, U2OS, beta-arrestin-GFP, zaprinast agonist, primary screen (AID 2058); inhibition, % at 10 µM, or IC50 in µM where a hit was titrated; U2OS GPR35 beta-arrestin-GFP translocation imaging, zaprinast antagonism; higher % means a stronger effect; actives 0.052% (n = 290,000);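 active means inhibition of at least 50% with at least 30 cells and total cytoplasm GFP at most 10,000,000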
GPR55 antagonists = GPR55 antagonists blocking LPI-driven arrestin recruitment, primary screen, imaging, U2OS, beta-arrestin-GFP, LPI agonist (AID 2013); U2OS GPR55 beta-arrestin-GFP translocation imaging, LPI antagonism; higher % means a stronger effect; inhibition, % at 10 µM, or IC50 in µM where a hit was titrated; actives 0.13% (n = 290,000);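 active means spots per cell inhibited over 60%, with over 100 cells counted and total cytoplasm intensity under 500,000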;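 further: U2OS cells stably carrying GPR55 and arrestin-GFP stimulated by 5 µM LPI near EC80; imaged beta-arrestin-GFP aggregate spots per cell after agonist stimulation; plate controls were LPI-stimulated DMSO wells for no effect and DMSO wells without LPI for full effect; some results filed as inactive read as strong as hits; confirmed hits need IC50 under 10 µM and bright autofluorescent wells are also inconclusive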
MgcRacGAP inhibition = MgcRacGAP GTPase-activating activity inhibitors, confirmation, biochemical, ADP Hunter fluorescence | MgcRacGAP-stimulated Rac1 GTP hydrolysis, ADP Hunter fluorescence; higher % means a stronger effect; GST-tagged Rac1 F28L mutant substrate | AID 624330 | one-dose inhibition, % at 30 µM; IC50 in µM for titrated hits | actives 0.6% (n = 340,000);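 active means first-screen hits whose inhibition reached a set limit at any dose in the follow-up dose series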;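 further: fluorescence reports GDP produced by GAP-driven GTP hydrolysis; strong numbers were not always called active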
NTR1 agonist cell count 20 µM = also measured in NTR1 agonist; calls as there; cell count; measured here: cell count, cytotoxicity flag
Myeloid diff 2 GFP+ MAC1+ % = recorded beside Myeloid diff 2, whose call it bears; GFP+ MAC1+ double positive, %; measured here: differentiation confirmed by MAC1 staining
An asterisk follows results filed as active.

CC1CC(C)CN(C(=O)COC(=O)CCCN2C(=O)c3cccc4cccc(c34)C2=O)C1 (centres undefined) was read as Salmonella PhoP GFP -4%, NTR1 agonist 1.6, LYP phosphatase 1%, Myeloid diff 2 inactive, HIV peptide binding -0.1%, Siah-1 displacement 2%, GPR35 antagonists -4%, GPR55 antagonists 1%, MgcRacGAP inhibition 6%, NTR1 agonist cell count 20 µM 71 and Myeloid diff 2 GFP+ MAC1+ % 2.4.
`COc1ccc(/C=N\Nc2ncc(F)c(N3CCOCC3)n2)cc1OC` gave Salmonella PhoP GFP -11%, NTR1 agonist 0.6, LYP phosphatase 0%, Myeloid diff 2 inactive, HIV peptide binding -0.7%, Siah-1 displacement 5%, GPR35 antagonists 14%, GPR55 antagonists 2%, MgcRacGAP inhibition -4%, NTR1 agonist cell count 20 µM 51 and Myeloid diff 2 GFP+ MAC1+ % 1.0.
Screening Cc1cc(N2C(=O)C3CC=CCC3C2=O)cc(C)c1Br (centres undefined) returned Salmonella PhoP GFP 2%, NTR1 agonist 2.2, LYP phosphatase -3%, Myeloid diff 2 inactive, HIV peptide binding -1.5%, Siah-1 displacement 18%, GPR35 antagonists 1%, GPR55 antagonists 4%, MgcRacGAP inhibition 11%, NTR1 agonist cell count 20 µM 39 and Myeloid diff 2 GFP+ MAC1+ % 1.2.
`COC(=O)c1cc(OC)c(OC)cc1N1C(=O)CCCC1=O` gave Salmonella PhoP GFP 3%, NTR1 agonist 0.3, LYP phosphatase -2%, Myeloid diff 2 inactive, HIV peptide binding 2.1%, Siah-1 displacement -1%, GPR35 antagonists 9%, GPR55 antagonists 8%, MgcRacGAP inhibition -3%, NTR1 agonist cell count 20 µM 45 and Myeloid diff 2 GFP+ MAC1+ % 0.2.
COC(=O)CSc1nnc(CNC(=O)Cc2ccccc2)n1C was read as Salmonella PhoP GFP 0%, NTR1 agonist -0.1, LYP phosphatase -6%, Myeloid diff 2 inactive, HIV peptide binding -2.3%, Siah-1 displacement -5%, GPR35 antagonists 2%, GPR55 antagonists 9%, MgcRacGAP inhibition -1%, NTR1 agonist cell count 20 µM 59 and Myeloid diff 2 GFP+ MAC1+ % 6.5.
Screening CCCC1=[N+](CC(=O)c2ccccc2)CCn2c(C)ccc21 returned Salmonella PhoP GFP 5%, NTR1 agonist -1.6, LYP phosphatase -6%, Myeloid diff 2 active, HIV peptide binding 0.5%, Siah-1 displacement -2%, GPR35 antagonists 0%, GPR55 antagonists 17%, MgcRacGAP inhibition 1%, NTR1 agonist cell count 20 µM 70 and Myeloid diff 2 GFP+ MAC1+ % 4.0*.
`COc1ccc(CC(NC(C)=O)C(=O)NC2CCN(c3c(Cc4ccccc4)c(C)nc4ncnn34)CC2)c(OC)c1` (centres undefined) gave Salmonella PhoP GFP -11%, NTR1 agonist 0.3, LYP phosphatase -4%, Myeloid diff 2 inactive, HIV peptide binding -0.7%, Siah-1 displacement 1%, GPR35 antagonists 8%, GPR55 antagonists 8%, MgcRacGAP inhibition 3%, NTR1 agonist cell count 20 µM 37 and Myeloid diff 2 GFP+ MAC1+ % 0.3.
COc1cc(S(=O)(=O)NCc2ccccc2)ccc1Br was read as Salmonella PhoP GFP -6%, NTR1 agonist 2.2, LYP phosphatase -2%, Myeloid diff 2 inactive, HIV peptide binding 1.2%, Siah-1 displacement 2%, GPR35 antagonists 10%, GPR55 antagonists -2%, MgcRacGAP inhibition 0%, NTR1 agonist cell count 20 µM 71 and Myeloid diff 2 GFP+ MAC1+ % 0.5.
For CCC(C)(C)NC(=O)C(c1ccc(F)cc1)N(CCOC)C(=O)CCC(=O)Nc1nccs1 (centres undefined) the results were Salmonella PhoP GFP 2%, NTR1 agonist -0.2, LYP phosphatase -10%, Myeloid diff 2 inactive, HIV peptide binding 0.9%, Siah-1 displacement 0%, GPR35 antagonists -7%, GPR55 antagonists 10%, MgcRacGAP inhibition 1%, NTR1 agonist cell count 20 µM 50 and Myeloid diff 2 GFP+ MAC1+ % 1.0.
`CC1=Nn2c(nnc2-c2ccccc2Cl)SC1` gave Salmonella PhoP GFP -2%, NTR1 agonist -0.6, LYP phosphatase -8%, Myeloid diff 2 inactive, HIV peptide binding -1.8%, Siah-1 displacement 4%, GPR35 antagonists 0%, GPR55 antagonists 10%, MgcRacGAP inhibition 5%, NTR1 agonist cell count 20 µM 49 and Myeloid diff 2 GFP+ MAC1+ % 2.2.
CC1(C)Cc2ccccc2C(C(Cc2ccccc2)C(N)=O)=N1 (centres undefined) was read as Salmonella PhoP GFP 9%, NTR1 agonist 8.1, LYP phosphatase -10%, Myeloid diff 2 inactive, HIV peptide binding -1.9%, Siah-1 displacement 3%, GPR35 antagonists 6%, GPR55 antagonists 1%, MgcRacGAP inhibition 1%, NTR1 agonist cell count 20 µM 51 and Myeloid diff 2 GFP+ MAC1+ % 2.0.
Cc1ccc(-n2ncc(C(=O)NC3CC3)c2C2CCN(C(=O)OC(C)(C)C)CC2)c(C)c1 was read as Salmonella PhoP GFP -9%, NTR1 agonist -0.2, LYP phosphatase -14%, Myeloid diff 2 inactive, HIV peptide binding -0.1%, Siah-1 displacement -5%, GPR35 antagonists -7%, GPR55 antagonists -18%, MgcRacGAP inhibition 11%, NTR1 agonist cell count 20 µM 42 and Myeloid diff 2 GFP+ MAC1+ % 5.0.
Screening COc1ccc(CCNC(=O)CN2C(=O)COc3ccc(S(=O)(=O)N4CCCC4)cc32)cc1OC returned Salmonella PhoP GFP -4%, NTR1 agonist -0.3, LYP phosphatase -5%, Myeloid diff 2 inactive, HIV peptide binding 0.4%, Siah-1 displacement -1%, GPR35 antagonists -2%, GPR55 antagonists -8%, MgcRacGAP inhibition 12%, NTR1 agonist cell count 20 µM 51 and Myeloid diff 2 GFP+ MAC1+ % 1.4.
For COc1ccc([N+](=O)[O-])cc1NC(=O)C(C)OC(=O)c1ccccn1 (centres undefined) the results were Salmonella PhoP GFP 1%, NTR1 agonist 0.3, LYP phosphatase -5%, Myeloid diff 2 inactive, HIV peptide binding 0.7%, Siah-1 displacement 26%, GPR35 antagonists 7%, GPR55 antagonists -2%, MgcRacGAP inhibition 0%, NTR1 agonist cell count 20 µM 32 and Myeloid diff 2 GFP+ MAC1+ % 0.3.
Screening O=C(Nc1cccc2cccnc12)c1cccc2ccccc12 returned Salmonella PhoP GFP -3%, NTR1 agonist 5.1, LYP phosphatase -3%, Myeloid diff 2 inactive, HIV peptide binding 1.2%, Siah-1 displacement 2%, GPR35 antagonists -3%, GPR55 antagonists 6%, MgcRacGAP inhibition 1%, NTR1 agonist cell count 20 µM 44 and Myeloid diff 2 GFP+ MAC1+ % 7.3.
Screening O=C1N=C(N2CCN(Cc3ccccc3)CC2)S/C1=C/c1cccs1 returned Salmonella PhoP GFP -5%, NTR1 agonist 1.2, LYP phosphatase -3%, Myeloid diff 2 active, HIV peptide binding -1.6%, Siah-1 displacement -2%, GPR35 antagonists -5%, GPR55 antagonists 6%, NTR1 agonist cell count 20 µM 51 and Myeloid diff 2 GFP+ MAC1+ % 1.2*.
For O=C(NCC(=O)N1CCN(S(=O)(=O)c2ccccc2C(F)(F)F)CC1)c1sc2ccccc2c1Cl the results were Salmonella PhoP GFP 2%, NTR1 agonist 3.2, Myeloid diff 2 inactive, MgcRacGAP inhibition 5%, NTR1 agonist cell count 20 µM 64 and Myeloid diff 2 GFP+ MAC1+ % 1.4.
CSC(=S)N/N=C/c1c[nH]c2ccccc12 was read as Salmonella PhoP GFP 12%, NTR1 agonist 4.7, LYP phosphatase -2%, Myeloid diff 2 inactive, HIV peptide binding -1.4%, Siah-1 displacement -12%, GPR35 antagonists -5%, GPR55 antagonists 6%, MgcRacGAP inhibition 18%, NTR1 agonist cell count 20 µM 77 and Myeloid diff 2 GFP+ MAC1+ % 0.1.
`CC1CC(=O)C2=C(C1)Nc1ccccc1N=C2` (centres undefined) gave Salmonella PhoP GFP 25%, NTR1 agonist 0.4, LYP phosphatase -1%, Myeloid diff 2 inactive, HIV peptide binding -0.3%, Siah-1 displacement 3%, GPR35 antagonists 8%, GPR55 antagonists 4%, MgcRacGAP inhibition 9%, NTR1 agonist cell count 20 µM 74 and Myeloid diff 2 GFP+ MAC1+ % 6.4.
`Cc1nn(C(CC(=O)O)C(=O)O)c(C)c1Br` (centres undefined) gave Salmonella PhoP GFP -7%, NTR1 agonist 0.6, LYP phosphatase 0%, Myeloid diff 2 inactive, HIV peptide binding 3.3%, Siah-1 displacement -3%, GPR35 antagonists -9%, GPR55 antagonists 7%, MgcRacGAP inhibition 2%, NTR1 agonist cell count 20 µM 32 and Myeloid diff 2 GFP+ MAC1+ % 9.3.
CCOc1ccc(C2NC(=O)c3ccccc3O2)cc1OCC (centres undefined) was read as Salmonella PhoP GFP -5%, NTR1 agonist 1.5, LYP phosphatase -8%, Myeloid diff 2 inactive, HIV peptide binding -0.8%, Siah-1 displacement -4%, GPR35 antagonists 0%, GPR55 antagonists 4%, MgcRacGAP inhibition 2%, NTR1 agonist cell count 20 µM 63 and Myeloid diff 2 GFP+ MAC1+ % 1.2.
For O=C(N/N=C/c1ccc(N2CCOCC2)cc1)c1cccs1 the results were Salmonella PhoP GFP 5%, NTR1 agonist -0.3, LYP phosphatase -2%, HIV peptide binding -1.3%, Siah-1 displacement 9%, GPR35 antagonists -1%, GPR55 antagonists 10%, MgcRacGAP inhibition 6% and NTR1 agonist cell count 20 µM 50.
For Cc1cccc(-c2nnc(SCC(=O)O)n2Cc2ccccc2)c1 the results were Salmonella PhoP GFP -3%, NTR1 agonist 0.4, LYP phosphatase -8%, Myeloid diff 2 inactive, HIV peptide binding 0.4%, Siah-1 displacement 10%, GPR35 antagonists 11%, GPR55 antagonists 15%, MgcRacGAP inhibition 1%, NTR1 agonist cell count 20 µM 71 and Myeloid diff 2 GFP+ MAC1+ % 0.3.
`NNC(=O)c1ccc(Cn2cc(Br)cn2)o1` gave Salmonella PhoP GFP -2%, NTR1 agonist -1.0, LYP phosphatase -5%, Myeloid diff 2 inactive, HIV peptide binding -3.4%, Siah-1 displacement 0%, GPR35 antagonists -2%, GPR55 antagonists 11%, MgcRacGAP inhibition 6%, NTR1 agonist cell count 20 µM 54 and Myeloid diff 2 GFP+ MAC1+ % 0.6.

This is a random part of the collection; any-hit rate near 2.4%.
